Screens as filed in PubChem.
D2 antag – antagonists of human D2 dopamine receptor. 340,000 tested, 2% active. HEK293 TREx D2 cells, calcium flux, dopamine EC80. P14416. inhibition, % at 10 µM. AID 485344; in the data active = inhibition above about 30%; note: 0% is about no effect
Target sequence (P14416 whole entry, looked up): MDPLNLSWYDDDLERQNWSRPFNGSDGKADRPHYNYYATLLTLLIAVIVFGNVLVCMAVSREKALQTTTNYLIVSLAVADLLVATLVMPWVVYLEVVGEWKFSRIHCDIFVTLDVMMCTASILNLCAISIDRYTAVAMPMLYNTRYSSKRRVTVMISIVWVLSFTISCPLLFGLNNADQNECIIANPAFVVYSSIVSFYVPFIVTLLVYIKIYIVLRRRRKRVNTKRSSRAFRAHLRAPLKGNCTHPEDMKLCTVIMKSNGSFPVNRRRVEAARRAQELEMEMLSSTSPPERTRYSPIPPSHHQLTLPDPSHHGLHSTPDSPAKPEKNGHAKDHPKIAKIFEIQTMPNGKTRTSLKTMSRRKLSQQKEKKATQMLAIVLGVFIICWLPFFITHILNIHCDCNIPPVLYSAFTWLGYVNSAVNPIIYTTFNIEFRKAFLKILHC
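Calcium mobilization kinetics were recorded at 1 s intervals in tetracycline-induced HEK293 T-REx D2 cells, first for 180 s after compound addition and then 180 s after EC80 dopamine.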
D1 potentiator – potentiators of human D1 dopamine receptor; AID 504651; P21728; 360,000 tested, 0.036% active; potentiation, % at 10 µM; HEK293 TREx D1 cells, calcium flux, dopamine EC20 potentiation; in the data active = potentiation above about 30%; note: 0% is about no effect
Target sequence (P21728 whole entry, looked up): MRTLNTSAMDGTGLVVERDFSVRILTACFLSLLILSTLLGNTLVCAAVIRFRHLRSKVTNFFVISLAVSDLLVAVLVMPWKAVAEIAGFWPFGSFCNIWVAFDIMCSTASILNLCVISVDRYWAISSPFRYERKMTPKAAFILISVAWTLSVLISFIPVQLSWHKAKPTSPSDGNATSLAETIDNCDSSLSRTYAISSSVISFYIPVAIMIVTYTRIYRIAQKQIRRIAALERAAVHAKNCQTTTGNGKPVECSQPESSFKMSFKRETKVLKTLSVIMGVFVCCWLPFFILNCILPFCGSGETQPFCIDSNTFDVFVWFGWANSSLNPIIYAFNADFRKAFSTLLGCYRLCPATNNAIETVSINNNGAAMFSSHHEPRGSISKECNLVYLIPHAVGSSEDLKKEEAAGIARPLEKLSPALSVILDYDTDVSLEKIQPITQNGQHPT
D1 antag – antagonists of human D1 dopamine receptor | P21728 | HEK293 TREx D1 cells, calcium flux, dopamine EC80; stronger effect = lower value | activity change, negative = inhibition, % at 10 µM | 360,000 tested, 3.2% active | AID 504652; in the data active = activity change below about -30%; note: % is set by controls: 0 for no effect and ±100 for the full control effect
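Inducible Hek293 Trex D1 cells (tetracycline, overnight, 30 C). Calcium dye 30–90 min RT. Antagonist mode: EC80 dopamine added after 180 s compound read.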
TRHR PAM – TRH receptor (human) allosteric enhancement; enhancement, % at 2 µM; 360,000 tested, 0.66% active; TRHR cells, fluo-8 calcium fluorescence, EC20 TRH enhancement; AID 493056; P34981; in the data active = enhancement above about 30%; note: 0% is about no effect
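TRHR-expressing cells loaded with fluo-8 calcium dye were read kinetically (ex 480/em 530) during compound addition, then stimulated with an EC20 of TRH (10 nM final). Enhancement of the Gq-mediated intracellular calcium response was scored.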
RXFP1 agonist – activates the human relaxin receptor RXFP1 | Q9HBX9 | HEK293T-RXFP1 cAMP TR-FRET, 30 min; response scale: percent of porcine relaxin response, buffer zero | Potency, µM (highest dose often 57.5 µM), inactives show top-dose activation, usual class: activators | 370,000 tested, 0.3% active; active = well fitted activation curve with a large enough effect; inconclusive = small, poorly fitted or top-dose-only effect; note: potency is the fitted concentration of half-maximal effect; % is set by controls: 0 for no effect and ±100 for the full control effect; nearly all actives have a fitted effect of over 60% in size; many of its hits are not listed in these tables
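HEK293T cells stably expressing RXFP1 were pretreated with the PDE4 inhibitor Ro 20174, exposed to compounds for 30 min at 37C, lysed, and cAMP was read by TR-FRET. Data normalized to buffer (basal) and 29 nM porcine relaxin (100%).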
RXFP1 antag – blocks the human relaxin receptor RXFP1 | 350,000 tested, 0.59% active | Q9HBX9 | HEK293-RXFP1, relaxin-stimulated cAMP HTRF, 30 min; stronger effect = lower value | AID 1259400 | activity change, negative = inhibition, % at 57.5 µM;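 active = activity change of -60% or lower, but not beyond a set lower limit; inconclusive = change between -60% and -40%, or beyond the set limit; inactive = change above -40%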; note: % is set by controls: 0 for no effect and ±100 for the full control effect
D2 potentiator – positively modulates the human D2 dopamine receptor allosterically; HEK293 T-REx D2, calcium flux, EC20 dopamine potentiation; potentiation, % at 10 µM; 340,000 tested, 0.34% active;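 active = potentiation over 3 SD above the plate norm, cut at about 30% in these data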; note: 0% is about no effect
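Using a no-wash calcium dye in inducible, force-coupled HEK293 Trex cells expressing D2, we tracked fluorescence each second for 180 s after compound, then for 180 s after EC20 dopamine to detect augmented signalling.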
D2 agonist – agonists of human D2 dopamine receptor; P14416; HEK293 T-REx D2 cells, calcium flux agonist mode; activation, % at 2 µM; 340,000 tested, 0.53% active; AID 485358;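 active = activation over 3 SD above normal in the single-dose calcium agonist read, cut at about 30% in these data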; note: 0% is about no effect
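Agonism is scored from calcium flux in a force-coupled, inducible HEK293 cell line expressing D2, read kinetically for 180 s after compound addition against dopamine controls.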
D1 ag – activates the human D1 dopamine receptor; P21728; activation, % at 2 µM; 360,000 tested, 1% active; HEK293 T-REx D1 cells, calcium flux, agonist mode; in the data active = activation above about 30%; note: 0% is about no effect
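Agonism was scored from calcium flux recorded over 180 s (1 read/s) after pintool compound addition, following a 10-cycle baseline. Cells were inducible force-coupled HEK293 TREx D1, plated overnight at 30 C and loaded with no-wash calcium dye.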
The depositor's hits bear a star; ? = inconclusive; · = no result given. Only part of the results is shown, so the mix of outcomes need not match the whole.

SMILES	D2 antag	D1 potentiator	D1 antag	TRHR PAM	RXFP1 agonist	RXFP1 antag	D2 potentiator	D2 agonist	D1 ag
O=C1c2ccccc2-n2c1nc1ccccc1c2=O	-7	1	-5	7	10%	·	4	0.2	0
COC(=O)CCCC1=CC2=C(c3ccccc3)C(=O)C(C)(OC(=O)C3CCCC3)C(=O)C2=CN1CCCCO (stereo not given)	24	-1	-14	2	0.0%	·	-4	0.3	2
O=C(NN1CCOCC1)c1cnn2c(C(F)F)cc(-c3ccccc3)nc12	6	-3	15	-2	2.5%	-3	-5	14	2
COc1cccc(N2CCN(c3ccc(N4C(=O)CCC4=O)cc3[N+](=O)[O-])CC2)c1	13	-4	-25	-6	-3.3%	7	-3	0.5	17
COc1ccc(C)cc1NC(=O)c1sc2ncnc(N3CCN(c4ccccn4)CC3)c2c1C	19	-1	7	21	?	-1	-19	-0.2	2
CC(=O)c1cccc(NC(=O)CC(C)n2ccnc2)c1 (stereo not given)	-13	-2	4	0	0.6%	5	2	0.0	0
Cc1nc(CSc2nnc3scc(-c4ccc(Cl)cc4)n23)cs1	9	-4	0	0	3.7%	1	1	1.7	12
c1ccc(-c2nc(N3CCOCC3)sc2-c2ccccc2)cc1	11	5	9	8	-1.0%	-6	0	-1.2	3
c1ccc(Cc2nnc3sc(Nc4ccccc4)nn23)cc1	7	-13	-45*	-3	0.3%	6	-5	0.3	6
CCc1cc(C(=O)N2CCc3c([nH]c4ccccc34)C2c2ccc(OC)cc2F)no1 (stereo not given)	-9	0	-8	6	3.1%	-29	6	-0.2	4
COc1cccc(C(=O)N(Cc2ccco2)c2ccccn2)c1	·	0	17	1	-1.3%	·	-1	-2.1	-2
CCCCN(CCCNc1ncnc2nc[nH]c12)c1ccccc1	22	-6	-14	-4	0.0%	·	-7	-0.5	8
Cc1cc(N2CCN(S(=O)(=O)c3ccc4ccccc4c3)CC2)n2ncnc2n1	3	-2	-2	4	3.7%	-16	-1	1.1	1
COc1cc(OC)c(NC(=O)NCCn2nnc3cc(S(=O)(=O)N(C)C)ccc32)cc1Cl	·	1	-12	-5	0.7%	·	-2	2.3	-2
Cc1ccc(C)c(NC(=O)CCN2C(=O)C3CC=CCC3C2=O)c1 (stereo not given)	1	2	7	-9	-0.2%	3	3	-1.1	0
O=C(OCCN=C1NS(=O)(=O)c2ccccc21)c1cccs1	6	-2	25	-3	1.7%	9	-8	-4.0	6
COc1ccc(-c2nnc(SCC(=O)NC(C)c3ccccc3)o2)cc1 (stereo not given)	-5	-2	2	-9	0.0%	-1	-6	-1.2	3
Cc1cc(C)n2nc(C(=O)N/N=C/c3ccccc3C)nc2n1	·	-2	13	5	2.5%	-1	·	·	4
CN(C)c1ccc(/C=[N+](\[O-])C(C)(C)/C=N/O)cc1	-12	-7	0	16	0.4%	-23	8	-1.0	2
COc1cccc(-c2noc(COc3ccc(C(C)(C)C)cc3)n2)c1	·	1	-13	-8	1.0%	-17	8	1.6	28
CCCC(NS(=O)(=O)c1ccc(Br)cc1)C(=O)O (stereo not given)	8	7	-10	3	2.0%	-7	11	-1.6	3
C=CCc1cccc2cc(C(=O)NCCOC)c(=O)oc12	11	-5	-5	14	1.5%	-11	7	0.0	0
N#CN/C(=N\S(=O)(=O)c1ccccc1)c1ccccc1	-3	-1	-1	37*	0.8%	0	3	0.9	4
Cc1cccc(NC(=O)C(C)Sc2nc3ccccc3c(=O)n2CCCN2CCOCC2)c1 (stereo not given)	1	5	2	-8	3.4%	-8	-3	0.1	0
O=C(O)CS(=O)(=O)CC(=O)O	-1	-5	6	7	2.2%	0	7	-0.2	2
CCc1cc(=O)oc2cc(C)cc(OCC(=O)NC(Cc3ccc(Cl)cc3)C(=O)O)c12 (stereo not given)	·	-2	-4	0	1.1%	·	2	·	1
O=C(c1cccs1)N1CCN(c2nc3c(F)cc(F)cc3s2)CC1	3	-12	0	14	-1.2%	-32	11	-0.5	2
COc1cccc(-c2ccc3c(N)c(C(=O)NCc4ccc(Cl)cc4)sc3n2)c1	·	-2	-23	-7	?	·	-4	0.4	8
CCN1CCN(CCCNC(=O)c2ccc3c(c2)sc2nc(-c4ccc(C)cc4)cn23)CC1	·	-1	9	-3	27%	-19	-14	0.9	1
CCN(C1CCS(=O)(=O)C1)S(=O)(=O)c1cccs1 (stereo not given)	8	0	16	3	0.6%	-1	8	0.4	3
COc1ccc(Cl)cc1NC(=O)Cn1c(=O)n(Cc2cccs2)c(=O)c2cccnc21	·	-4	-21	-4	-0.4%	·	·	0.6	3
Cc1ccc(CN2CCNC(=O)C2CC(=O)N(C)Cc2cnccn2)cc1 (stereo not given)	-9	-3	6	-6	0.8%	-6	-2	0.1	2
COC(=O)c1c(SCC(=O)Nc2cc(OC)cc(OC)c2)[nH]c2ccc(C)cc2c1=O	·	-4	0	14	10%	-18	4	-0.2	-1
O=C(CN(Cc1ccc2c(c1)OCO2)C(=O)CSc1nc2ccccc2o1)NC1CCCCC1	1	3	2	-1	3.3%	-5	0	0.7	1
CCc1cccc(OCC(=O)Nc2ccc(S(=O)(=O)Nc3onc(C)c3C)cc2)c1	-16	·	27	-6	5.6%	·	6	-0.2	3
Clc1ccc(COc2ccccn2)cc1Cl	-7	-3	2	12	2.2%	-6	6	0.4	2
CCOC(=O)C1CCN(C(=O)CSc2ccc(Cl)cc2)CC1	10	-8	-5	2	1.4%	7	28	1.0	2
COc1ccc2cc(CCNC(=O)c3ccc(S(=O)(=O)N4CCCC4)cc3)c(=O)[nH]c2c1	10	2	78	0	-0.2%	-5	-3	0.5	2
COc1ccccc1CNC(=O)c1cccc(N(C)C)c1	19	0	3	-2	0.4%	-9	1	0.0	-1
CC1CN(c2oc(COc3ccc(Cl)cc3Cl)nc2C#N)CC(C)O1 (stereo not given)	-10	-2	0	-4	-1.2%	-16	5	1.1	4
Cc1ccc(S(=O)(=O)N(C)CC(=O)N2CCN(C(=O)c3ccco3)CC2)cc1	-5	-5	-3	19	1.6%	-7	-7	1.2	1
COc1ccc(CNC(=O)N2CCN(c3ccc(F)cc3)CC2)cc1	·	-6	-7	3	1.3%	-4	·	·	-2
O=C(NCCc1ccccc1)Nc1cccc(Cl)c1	-1	-10	-14	2	-1.3%	-5	-16	0.0	12
Cc1cccc(C(=O)Nc2ccccc2C(=O)OCC(=O)Nc2ccc(C#N)cc2)c1	-8	-1	-5	-4	2.0%	-1	8	1.9	8
CCCCC(=O)Nc1ccc2c(c1)nc1n2CCOC1	12	-3	-12	-6	1.1%	-19	-6	0.0	2
CCn1ncc2c1C(=O)NC1c3ccccc3C(=O)N21 (stereo not given)	5	-3	2	0	-0.1%	9	3	-0.8	3
COc1ccc(CCn2c(=O)c3cccnc3n(CC(=O)Nc3ccc(C)c(F)c3)c2=O)cc1OC	·	-4	-14	-8	3.8%	·	-2	0.0	1
Cc1ccc(-c2c(C)sc3nc(CN4CCN(CC(=O)NC5CC5)CC4)[nH]c(=O)c23)cc1	4	-10	-13	18	0.1%	-4	13	-0.2	2
COc1ccccc1CNC(=O)CC1Sc2ccccc2NC1=O (stereo not given)	5	5	5	-7	0.0%	-4	-3	-0.6	1
COc1ccc(CC(=O)N2CCc3cc(OC)c(OC)cc3C2COc2ccc(F)cc2)cc1OC (stereo not given)	·	0	13	11	-1.5%	·	10	0.1	-1
O=C(COC(=O)c1ccccn1)Nc1nc(-c2ccccc2)cs1	-16	-6	-2	14	-4.6%	-24	-5	0.3	16
COCCNC(=O)c1ccc(CSc2nc3ccccc3s2)cc1	12	-8	-34*	-1	0.0%	1	7	-3.0	12
CCOc1ccc(-c2nnn(CC(=O)NCc3ccc(F)cc3)n2)cc1OCC	-2	3	5	-7	0.2%	-5	-6	1.0	2
CC(C)(C)NC(=O)CSc1nc(-c2ccccc2)c(-c2ccccc2)[nH]1	-1	-4	17	8	-2.2%	-4	0	-1.8	-2
Cc1ccc(-c2cc(-c3nnc(SCC(=O)NC(C)C(C)C)n3N)c3ccccc3n2)cc1 (stereo not given)	-4	-3	-19	-7	2.6%	23	-1	-0.2	4
CCCCn1c(N)c(N(CCOC)C(=O)CCNC(=O)c2ccc(Br)cc2)c(=O)[nH]c1=O	9	3	2	-3	0.3%	-12	3	-0.6	5
CC(C)(C)Nc1ncnc2c1cnn2-c1ccccc1	-1	-12	10	-1	0.2%	·	0	-0.7	0
Cc1ccc(S(=O)(=O)N2CCC(=O)N(CCOCc3ccccc3)CC2)cc1	13	-7	-12	-9	1.6%	·	-8	0.6	-3
O=c1[nH]c(-c2ccccc2)nc2sc(-c3ccccc3)cc12	6	2	7	0	-1.1%	-11	6	-1.2	7
Cc1ccc(C)c(NC(=O)c2cc(S(=O)(=O)NCCC3=CCCCC3)ccc2F)c1	·	-1	18	-7	-0.3%	0	20	-0.3	0

Next section
SMILES	D2 antag	D1 potentiator	D1 antag	TRHR PAM	RXFP1 agonist	RXFP1 antag	D2 potentiator	D2 agonist	D1 ag
CC(Sc1nnc(C2CC2)n1C1CC1)C(=O)Nc1ccccc1C#N (stereo not given)	-9	0	-2	2	-0.7%	9	6	-0.9	3
COc1cccc(C2c3c(-c4ccccc4O)n[nH]c3C(=O)N2Cc2ccco2)c1 (stereo not given)	-11	11	4	5	4.7%	-5	3	-0.8	4
Cc1cc(C)c(C(N)=O)c(Nc2ccc(F)cc2)n1	-5	-2	15	3	-0.3%	-4	13	2.1	0
COCC(=O)Nc1cc(OC)c(Cl)cc1OC	-16	-5	2	6	1.6%	3	4	-0.7	1

Single records, from the list above. Values in the order: D2 antag, D1 potentiator, D1 antag, TRHR PAM, RXFP1 agonist, RXFP1 antag, D2 potentiator, D2 agonist, D1 ag
COCC(=O)Nc1cc(OC)c(Cl)cc1OC is listed as -16, -5, 2, 6, 1.6%, 3, 4, -0.7, 1
CC(Sc1nnc(C2CC2)n1C1CC1)C(=O)Nc1ccccc1C#N (stereo not given) is listed as -9, 0, -2, 2, -0.7%, 9, 6, -0.9, 3
Cc1cc(C)c(C(N)=O)c(Nc2ccc(F)cc2)n1 is listed as -5, -2, 15, 3, -0.3%, -4, 13, 2.1, 0

Only D2 potentiator, for some of the entries so far:
| Molecule | D2 potentiator |
| --- | --- |
| CC(Sc1nnc(C2CC2)n1C1CC1)C(=O)Nc1ccccc1C#N (stereo not given) | 6 |
| COc1cccc(C2c3c(-c4ccccc4O)n[nH]c3C(=O)N2Cc2ccco2)c1 (stereo not given) | 3 |
| Cc1cc(C)c(C(N)=O)c(Nc2ccc(F)cc2)n1 | 13 |
| COCC(=O)Nc1cc(OC)c(Cl)cc1OC | 4 |
